# M1AAP inhibition – P. falciparum M1AAP inhibitors, biochemical, fluorogenic H-Leu-NHMec substrate, 1536-well (AID 1445); recombinant M1AAP, H-Leu-NHMec fluorogenic kinetic assay; higher % means a stronger effect; inhibition, % at 30 µM; hits with a dose series show IC50 in µM; 220,000 tested, 0.42% active;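 active means primary inhibition above the hit cutoff, then over 50% inhibition at one or more dose response concentrations, cut at about 23% in these data, passing the limit was not always enough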;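 further: plate controls were DMSO full reaction for no effect and no enzyme background for full effect; strong numbers were not always called active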
# ER stress rescue – rescue of cells from ER stress-induced death, primary screen, 384-well, CSM14.1, thapsigargin, ATP luminescence (AID 1222); CSM14.1 thapsigargin-induced death rescue, ATP luminescence; higher % means a stronger effect; cellular ATP content (survival), % at 20 µM; hits with a dose series show EC50 in µM; 190,000 tested, under 10 active;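 active means EC50 below 50 µM in the dose-response confirmation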;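 further: death triggered by thapsigargin at about 15 µM added after 2 h compound pretreatment; cell ATP read after overnight thapsigargin exposure of roughly 18 to 22 hours; normalized against plate controls of thapsigargin alone and 5% DMSO vehicle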
# P. falciparum M17LAP – P. falciparum M17LAP inhibitors, primary screen, biochemical, fluorogenic H-Leu-NHMec substrate, 1536-well (AID 1619). Leucine aminopeptidase (Plasmodium falciparum (isolate 3D7)). recombinant M17LAP, H-Leu-NHMec fluorogenic kinetic assay; higher % means a stronger effect. inhibition, % at 30 µM, or IC50 in µM where a hit was titrated. 220,000 tested, 0.38% active;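 active means compound inhibiting the enzyme by more than half at any dose during confirmatory dose-response retesting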;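 further: plate controls were full reaction with DMSO carrier for no effect and no enzyme background for full effect; strong numbers were not always called active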
# Ins promoter up – insulin promoter activators in MIN6 cells, imaging, high-content screening, mouse beta cells. MIN6 insulin promoter-GFP reporter; active compounds read high. z-score at 5 µM. 190,000 tested, 0.3% active. AID 1625, 2009;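 active means z-score above 3 at 5 µM with at least 500 cells counted in the well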
# UTI89 phage lysis – inhibition of K1F phage lysis, E. coli UTI89, bacterial capsule biogenesis inhibitors, alamar blue (AID 488966) | E. coli UTI89 K1F phage lysis, alamar blue, 2 h; higher % means a stronger effect | one-dose inhibition, % at 100 µM; IC50 in µM for titrated hits | 340,000 tested, 0.02% active;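 active means phage lysis inhibition, versus mean bacterial control, above a set limit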;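 further: capsule biogenesis inhibitors block K1F phage lysis so surviving cells raise fluorescence; higher fluorescence means more inhibition of phage lysis; actives were called in the ten point dose series up to 300 µM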
# Autophagy mod – autophagy modulators in MEF cells, primary screen, imaging, high-content, MEF GFP-LC3; MEF GFP-LC3 puncta imaging; test concentration mostly 10 µM; calls only at 10 µM (by protocol); 190,000 tested, 0.98% active;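 active means percentage of spot-positive cells more than 3 SD above its plate mean, without a fluorescence outlier flag or 80% toxicity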;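 further: spot-positive cell cutoff set from DMSO-treated cells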
# Dynein cargo inh – inhibitors of GR-EGFP nuclear translocation, primary screen, dynein cargo transport inhibitor project, imaging, high-content, 3617.4 mouse cells; test concentration mostly 20 µM; stimulated with dexamethasone, 1 µM; active compounds read low; z-score, hits read low; 220,000 tested, 0.47% active;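 active means plate z-score of nuclear minus cytoplasmic receptor signal below a set negative limit, without overly bright fluorescence or cell loss, cut at about -3.5 in these data, passing the limit was not always enough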;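 further: z-score of nuclear minus cytoplasmic ring GR-EGFP intensity difference per well; some compounds called inactive have numbers as strong as hits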
#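 Buffer or medium – tet-free medium with charcoal-stripped serum · Signal – automated 10x imaging of fixed Hoechst-stained cells · Also added – dexamethasone agonist, 1.0 µM final, for 30 min · Incubation – induction 48 h, compound 1 h, agonist 30 min · Read-out – GR-EGFP nuclear translocation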
# bCat nuc transl – modulators of beta-catenin nuclear translocation, primary screen, imaging, HeLa cells, immunofluorescence, high-content | nuclear translocation activity, % at 5 µM | 190,000 tested, 0.3% active | AID 1665, 2009;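 active means nuclear translocation activity above 50% at 5 µM, with a well cell count of 50 or more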;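 further: per-cell ratio of nuclear to cytoplasmic median beta-catenin stain intensity; plate controls were DMSO negative control for no effect and GSK-3 inhibitor IX positive control for full effect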
#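 System: HeLa cells, endogenous beta-catenin; compound dosing: 5 µM primary single dose, 0.1% DMSO, 0.02–20 µM confirmation series; incubation: 24 h compound exposure at 37°C, 5% CO2; signal: beta-catenin immunofluorescence imaging with DAPI; evaluation: % activation, nuclear-to-cytoplasmic median beta-catenin signal ratio per cell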
# MT stabilize HCS – microtubule stabilizers in HeLa cells, primary screen, imaging, high-content imaging; HeLa tubulin immunostaining HCS, 24 h; share of cells brighter than vehicle mean+2SD; % tubulin-high responders, % at 10 µM; 200,000 tested, 0.83% active;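 active means plate Z-score above 3 for both tubulin-high and condensed-nucleus cell shares, with cell loss under 80%, at 10 µM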;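 further: anti alpha tubulin signal scored within the nucleus-defined area of each cell; some results filed as inactive read as strong as hits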
# Dynein cargo inh cytoplasmic EGFP – further read-out of Dynein cargo inh, marked with its call; z-score; measured here: cytoplasmic GR-EGFP intensity; active compounds read high
# Dynein cargo inh nuclear GR-EGFP – second read-out of Dynein cargo inh, no call of its own (marks repeat the call); z-score; measured here: nuclear GR-EGFP intensity;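 lower value marks the stronger effect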
# Dynein cargo inh cell count – further read-out of Dynein cargo inh, marked with its call; z-score; measured here: cell count per field
# Ins promoter up cell count – also measured in Ins promoter up; calls as there; cell count; measured here: cytotoxicity, nuclei count;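 total cells summed across four imaged fields per well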
# bCat nuc transl cell count 5 µM – second read-out of bCat nuc transl, no call of its own (marks repeat the call); cell count; measured here: cell count, cytotoxicity flag
# MT stabilize HCS Hoechst-high % – second read-out of MT stabilize HCS, no call of its own (marks repeat the call); % Hoechst-high responders; measured here: nuclear condensation Hoechst responders;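 share of cells brighter than vehicle mean plus two SD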
# MT stabilize HCS cytotoxicity % – also measured in MT stabilize HCS; calls as there; toxicity, %; measured here: cytotoxicity by cell density;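 0% = mean cell density of plate MIN control wells and 100% = no cells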
# Autophagy mod cell loss 18 h – recorded beside Autophagy mod, whose call it bears; toxicity, %; measured here: cell loss, nuclei count;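 cell loss after 18 h compound exposure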
# * marks the source's active call; other numbers are inactive results; i = inactive; · = not tested or not shown; + = active, no number. An unsorted share of the library. About 2.9% of those tested had a hit in this group.
SMILES,M1AAP inhibition,ER stress rescue,P. falciparum M17LAP,Ins promoter up,Ins promoter up cell count,UTI89 phage lysis,Autophagy mod,Autophagy mod cell loss 18 h,Dynein cargo inh,Dynein cargo inh cytoplasmic EGFP,Dynein cargo inh nuclear GR-EGFP,Dynein cargo inh cell count,bCat nuc transl,bCat nuc transl cell count 5 µM,MT stabilize HCS,MT stabilize HCS Hoechst-high %,MT stabilize HCS cytotoxicity %
COc1ccc(C2C(C(=O)O)CC(=O)N2c2ccc(OC)cc2)cc1 (stereo unspecified),6.3%,-0.4%,-12.9%,0.24,1978,0.5%,i,7.6,-0.539,0.0183,-0.0293,0.795,-0.6,1144,3.7,3.6,6.6
C=CCN1C(=O)c2ccc(C(=O)OCC(=O)N(C)C3CCCCC3)cc2C1=O,1.7%,1.1%,-2.9%,-0.49,1315,0.5%,i,4.3,-0.688,-0.211,-0.527,0.218,2.6,1102,6.4,1.6,8.4
Cc1cc(C)cc(NC(=S)N(CCN2CCCCC2)Cc2ccco2)c1,-0.1%,-2.8%,-2.5%,0.12,1263,0.1%,i,5.8,0.0365,-0.0632,0.0537,-0.207,-0.6,1075,4.2,2.1,2.7
Cc1noc(C)c1CSc1nnc(-c2ccncc2)n1-c1cccc(Cl)c1C,8.1%,1.5%,11.0%,0.12,894,-0.5%,i,-0.1,2.22,0.0328,1.81,-2.11,-2.2,1094,4.3,1.6,3.4
ClC(/C=N/n1cnnc1)=C/c1ccccc1,-1.2%,·,2.5%,·,·,-0.1%,·,·,-0.732,-0.12,0.283,-0.0595,0.2,1249,·,·,·
CC1(C)Cc2c(c(-c3ccccc3)nc3[nH][nH]c(=O)c23)CO1,6.6%,-0.1%,57.0%,0.06,1442,2.4%,i,-14.4,-0.0592,-0.177,0.187,0.0805,·,·,4.9,2.6,5.7
CC(/C=N/NC(=O)c1cc(-c2cccn2C)n[nH]1)=C\c1ccccc1,5.0%,·,0.5%,-0.02,959,·,·,·,1.61,-0.242,0.364,-0.679,0.2,1444,·,·,·
O=C(NCCc1ccccc1F)C(=O)Nc1nccs1,-1.0%,-1.4%,-12.5%,-0.42,1636,1.9%,i,12.3,3.48,-0.205,0.745,-1.39,-1.7,1416,2.7,1.5,3.1
COc1c2c(nc3ccccc13)OC(C(C)(O)CO)C2 (stereo unspecified),6.7%,-0.4%,3.2%,·,·,4.0%,i,-0.9,-0.645,-0.152,-0.506,0.142,·,·,1.0,1.8,17.6
O=[N+]([O-])c1ccc(OCCn2cnc3ccccc32)cc1,1.8%,·,35.9%,-0.67,1320,-0.2%,i,17.6,-0.446,-0.253,-0.112,0.759,2.9,1073,1.6,1.4,8.3

# Reprinted from the listing, three compounds:
SMILES,M1AAP inhibition,ER stress rescue,P. falciparum M17LAP,Ins promoter up,Ins promoter up cell count,UTI89 phage lysis,Autophagy mod,Autophagy mod cell loss 18 h,Dynein cargo inh,Dynein cargo inh cytoplasmic EGFP,Dynein cargo inh nuclear GR-EGFP,Dynein cargo inh cell count,bCat nuc transl,bCat nuc transl cell count 5 µM,MT stabilize HCS,MT stabilize HCS Hoechst-high %,MT stabilize HCS cytotoxicity %
O=C(NCCc1ccccc1F)C(=O)Nc1nccs1,-1.0%,-1.4%,-12.5%,-0.42,1636,1.9%,i,12.3,3.48,-0.205,0.745,-1.39,-1.7,1416,2.7,1.5,3.1
COc1c2c(nc3ccccc13)OC(C(C)(O)CO)C2 (stereo unspecified),6.7%,-0.4%,3.2%,·,·,4.0%,i,-0.9,-0.645,-0.152,-0.506,0.142,·,·,1.0,1.8,17.6
O=[N+]([O-])c1ccc(OCCn2cnc3ccccc32)cc1,1.8%,·,35.9%,-0.67,1320,-0.2%,i,17.6,-0.446,-0.253,-0.112,0.759,2.9,1073,1.6,1.4,8.3

# The listing continues.
SMILES,M1AAP inhibition,ER stress rescue,P. falciparum M17LAP,Ins promoter up,Ins promoter up cell count,UTI89 phage lysis,Autophagy mod,Autophagy mod cell loss 18 h,Dynein cargo inh,Dynein cargo inh cytoplasmic EGFP,Dynein cargo inh nuclear GR-EGFP,Dynein cargo inh cell count,bCat nuc transl,bCat nuc transl cell count 5 µM,MT stabilize HCS,MT stabilize HCS Hoechst-high %,MT stabilize HCS cytotoxicity %
COc1ccc(C(=O)Nn2c(SCC(=O)NCc3ccco3)nc3ccccc3c2=O)cc1,1.8%,-4.2%,-1.3%,-0.56,1136,0.4%,i,-3.0,0.318,-0.161,0.448,-0.176,-5.4,1193,2.2,1.5,3.7
COc1cc(OC)c(OC)cc1/C=N/NC(=S)NCCN1CCOCC1,10.8%,2.4%,9.7%,-0.08,1119,0.2%,+,-2.6*,-0.317,-0.327,0.0772,0.673,0.5,1182,8.1,3.5,8.2
CC1=NCCN1S(=O)(=O)c1ccc(Br)c(C)c1,2.8%,-2.4%,-0.1%,·,·,0.0%,i,-11.9,2.46,-0.3,1.48,-0.842,·,·,3.0,2.5,22.2
CCNCc1cc(OCC)c(OCC(=O)NCCc2ccccc2)cc1Cl,1.5%,1.3%,2.3%,0.31,1216,0.0%,i,13.8,-0.922,0.975,0.0998,1.5,-0.4,1353,3.9,1.9,6.6
CCC1ON(C(C)C)C2c3nc4ccccc4n3CC12 (stereo unspecified),10.8%,·,3.3%,-0.08,1071,0.2%,·,·,-0.736,-0.805,-0.292,0.732,-2.9,1244,·,·,·
Nc1nc2nccc(-c3ccco3)n2n1,9.2%,1.7%,-200.9%,-0.06,1246,-0.1%,i,-2.8,-0.466,-0.281,-0.178,0.374,1.9,1092,1.8,2.0,1.2
O=c1cc(N2CCCCC2)c2ccccc2o1,-4.7%,0.1%,4.8%,0.03,1439,0.2%,i,-3.2,-0.416,-0.23,0.0233,0.343,0.2,880,2.5,2.0,9.2
CCN(CC)CCN1C(=O)c2oc3ccccc3c(=O)c2C1c1ccc(C)cc1 (stereo unspecified),12.8%,3.0%,12.9%,-0.47,1084,0.7%,i,0.6,0.369,0.813,0.64,0.323,-3.5,985,6.2,2.4,13.8
COc1ccc(-c2nc(CN3CCN(c4ncnc5ccccc45)CC3)c(C)o2)c(OC)c1,-0.2%,9.7%,16.7%,·,·,0.1%,i,38.4,-0.632,-0.183,-0.396,-0.339,1.9,940,1.9,3.0,6.9
Cc1cc(=O)oc(C)c1C(=O)N1CCN(C(c2ccccc2)c2ccccc2)CC1,-4.5%,1.5%,0.8%,0.81,999,-0.1%,i,-9.8,1.22,-0.305,0.795,-0.35,-0.9,1182,6.3,2.0,4.2
COCCCNC(=S)Nc1cccc(SC)c1,11.4%,·,7.5%,0.66,1020,0.0%,·,·,-0.164,0.131,0.346,0.407,-1.2,1401,·,·,·
CC(C)CCn1c(Br)nc2c1c(=O)n(CC(N)=O)c(=O)n2C,1.8%,-1.7%,0.7%,0.62,1348,0.2%,i,4.9,0.76,-0.103,1.1,-1.28,-5.3,1116,2.9,2.3,2.2
CSc1ccccc1C(=O)N1CCc2ccccc2C1,-7.4%,-0.2%,4.5%,-0.03,1659,-0.1%,+,17.8*,2.32,-0.337,0.876,-0.969,-0.9,992,2.1,2.9,6.2
CC(C)(C)c1ccc(CNC(=O)c2ccc3c(c2)NC(=O)CO3)cc1,1.7%,·,-8.2%,1.33,1306,1.5%,i,8.4,-0.901,-0.187,-0.562,-0.548,-1.0,1096,1.9,2.5,8.8
CCOC(=O)c1cnc(SCC(=O)N2CCN(C(=O)c3ccco3)CC2)nc1N,5.9%,-2.5%,2.2%,-0.5,1630,0.1%,i,15.0,1.81,0.119,0.971,-0.551,0.2,1347,5.6,4.1,19.1
CCC(C)[C@H](NC(=O)Nc1ccc(C)cc1C)C(=O)O (stereo partly specified),0.2%,·,-0.9%,-0.14,1091,-0.1%,·,·,-0.978,-0.0159,-0.383,0.542,0.0,1348,·,·,·
COc1nc(N(c2ccccc2)c2ccccc2)nc(-n2ccnc2)n1,-5.4%,-1.5%,-8.0%,-1.74,1253,6.7%,i,4.6,0.599,-0.406,0.512,0.0201,-0.5,1421,2.7,2.0,11.3
O=C(NNc1nc2ccccc2s1)C1CC1,-1.3%,0.4%,-0.5%,0.06,1635,2.8%,i,-17.4,-0.722,-0.209,0.307,0.727,-0.9,1481,2.8,2.8,5.1
C=CCn1c(O)c(N=Nc2ccccc2C)c2ccccc21,4.6%,-2.3%,3.0%,0.54,1446,·,i,-2.3,-0.471,0.543,0.335,0.252,1.3,954,4.5,2.3,6.5
CCN1C(=O)CC(N2CCC(C(=O)N3CCCCCC3)CC2)C1=O (stereo unspecified),0.9%,3.4%,-0.9%,2.25,1623,0.5%,i,21.0,1.59,-0.227,0.787,-0.881,6.8,822,2.8,2.0,9.3
Cc1occc1C(=O)NNC(=O)NC12CC3CC(CC(C3)C1)C2,2.3%,-2.7%,4.9%,·,·,0.7%,i,-0.2,0.641,-0.142,0.431,0.312,-4.4,1079,2.6,1.7,6.7
CCOC(=O)C(=O)NNc1ccccc1C,0.4%,-3.8%,-1.3%,-0.2,1527,0.4%,i,12.0,0.0354,-0.215,0.265,-0.307,2.0,990,1.1,1.6,1.6
